# ATXN2 expr inh – reduces ATXN2 reporter expression in HEK-293 cells | HEK-293 ATXN2-luciferase reporter, luminescence, 24 h | Potency, µM (top dose mostly 57 µM), without a hit: at the highest dose activity change, negative = inhibition, usual class: inhibitors | 360,000 compounds, 0.72% hits | AID 1745845; further: on the % scale 0 is the no-effect control and ±100 the full control effect; nearly all actives have a fitted effect of over 55% in size
#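 qHTS (up to 57 uM final) was run with 24 h compound exposure of reporter cells at 37 °C. Each well was multiplexed: SteadyGlo luminescence measured ATXN2-luciferase expression after a fluorogenic Gly-Phe-AFC viability readout (25 uM final).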
# Nrf2 activator – Nrf2 pathway activation | AID 624171 | 410,000 compounds, 0.31% hits | AREc32 ARE-luciferase reporter (MCF7-derived line), luminescence, 24 h | Potency, µM (titrated, usually from 46.1 µM), for inactives: at the top dose activation, usual class: activators; further: % of control where 0% means no effect; nearly all actives have a fitted effect of over 65% in size
#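 AREc32 cells carrying an ARE-driven firefly luciferase, 1000 cells/well in OPTI-MEM with 5% FBS, dosed after overnight attachment and incubated 24 hr at 37 deg C. Steady-Glo luminescence read after 30 min at RT.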
# Nrf2 block – Nrf2 pathway inhibition; A549 ARE-Fluc reporter, luciferase luminescence, 18-24 h; Potency, µM (titrated, usually from 46 µM), inactives show top-dose activity change, negative = inhibition, most hits filed as inhibitors; 360,000 compounds, 2.1% hits; further: on the % scale 0 is the no-effect control and ±100 the full control effect; nearly all actives have a fitted effect of over 60% in size
#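 Reporter: ARE-Fluc in A549. Exposure: 18-24 h, 37 °C, 5% CO2, 5% FBS OPTI-MEM. Readouts: fluorescent cytotoxicity (CellTiter-Fluor), then luminescent Nrf2 signal after BugLite.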
# TGFb SMAD3 inh – inhibitors of TGF-b signaling; HepG2 CAGA-GFP TGF-b/SMAD3 reporter, GFP fluorescence, 18 h; TGF-beta stimulated, 500 pg/mL final; Potency, µM (titrated, usually from 46.1 µM), for inactives: at the top dose activity, negative = inhibition, most hits filed as inhibitors; 410,000 compounds, 1.2% hits; further: on the % scale 0 is the no-effect control and ±100 the full control effect; nearly all actives have a fitted effect of over 65% in size
#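 Using HEPG2 CAGA-GFP reporter cells at 1000 cells/well, we pinned test compounds, stimulated with recombinant TGF-beta (500 pg/mL final) and measured total well GFP after 18 h.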
# EPAC2 antagonist – EPAC2 (human) antagonism; Potency, µM (top dose mostly 114 µM), for inactives: top-dose activity, negative = inhibition, most hits filed as inhibitors; AID 720708; 360,000 compounds, 0.18% hits; Q8WZA2; EPAC2 GEF exchange of Rap1B-BODIPY-GDP, fluorescence; further: on the % scale 0 is the no-effect control and ±100 the full control effect; nearly all actives have a fitted effect of over 45% in size; many of its hits are not listed in these tables
# Target sequence (Q8WZA2 whole entry, looked up): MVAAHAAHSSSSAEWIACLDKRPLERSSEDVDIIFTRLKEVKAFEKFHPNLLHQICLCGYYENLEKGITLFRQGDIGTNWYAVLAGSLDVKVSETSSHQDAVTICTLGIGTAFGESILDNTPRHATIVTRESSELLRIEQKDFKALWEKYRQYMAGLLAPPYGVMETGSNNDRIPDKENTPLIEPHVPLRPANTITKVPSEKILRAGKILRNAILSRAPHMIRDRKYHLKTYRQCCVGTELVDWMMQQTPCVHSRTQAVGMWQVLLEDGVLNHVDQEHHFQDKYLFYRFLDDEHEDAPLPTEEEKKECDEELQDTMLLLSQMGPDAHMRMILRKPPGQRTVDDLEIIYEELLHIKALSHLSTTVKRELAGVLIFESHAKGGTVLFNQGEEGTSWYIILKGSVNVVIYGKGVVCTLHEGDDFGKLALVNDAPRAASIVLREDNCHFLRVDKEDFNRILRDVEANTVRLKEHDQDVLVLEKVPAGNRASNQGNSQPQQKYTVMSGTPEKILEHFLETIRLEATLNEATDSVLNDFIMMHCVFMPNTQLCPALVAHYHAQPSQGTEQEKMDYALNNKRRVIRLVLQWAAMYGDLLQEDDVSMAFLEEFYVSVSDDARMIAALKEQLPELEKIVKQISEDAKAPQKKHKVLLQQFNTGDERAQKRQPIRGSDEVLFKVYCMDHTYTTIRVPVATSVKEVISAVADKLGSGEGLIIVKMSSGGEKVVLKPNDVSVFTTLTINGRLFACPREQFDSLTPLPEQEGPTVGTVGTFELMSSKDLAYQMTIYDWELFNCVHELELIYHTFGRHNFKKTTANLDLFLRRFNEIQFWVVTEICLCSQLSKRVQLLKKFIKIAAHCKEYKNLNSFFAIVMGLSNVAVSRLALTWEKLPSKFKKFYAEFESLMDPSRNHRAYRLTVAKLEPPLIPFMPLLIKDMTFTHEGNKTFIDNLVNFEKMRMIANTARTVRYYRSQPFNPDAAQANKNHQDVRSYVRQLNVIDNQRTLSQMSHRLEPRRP
# S2 tox – reduces viability in counter-screen for ATXN expression inhibitors; S2 cells (HEK-293 line with an ATXN2-luciferase reporter) viability, CellTiter-Fluor protease fluorescence, 24 h; Potency, µM (titrated, usually from 56.7 µM), hits mostly cytotoxic; 400,000 compounds, 0.49% hits; further: nearly all actives have a fitted effect of over 40% in size
# HepG2 tox – counter-screen for TGF-b inhibitors: cytotoxicity in HepG2 cells | Potency, µM (series often up to 46.1 µM), for the others: at the top dose activity change, negative = cytotoxicity, actives largely listed as cytotoxic | 410,000 compounds, 0.76% hits | HepG2 CAGA-GFP viability, ATP luminescence, 18 h; further: some results filed as inactive show a strong effect at the top dose
#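 CellTiter-Glo luminescence gave cytotoxicity after 18 hours at 37 degrees C. The cells were HepG2 CAGA-GFP in 1% FBS DMEM, stimulated with 500 pg/mL TGF-beta after compound addition. %Activity was normalised to no-cell wells (complete cell-killing) and DMSO (no toxicity), and curves were fitted and classified.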
# A549 viability – kills or reduces viability of A549 cells in Nrf2 counter-screen; A549 ARE-Fluc cells, CellTiter-Fluor viability, 18-24 h; Potency, µM (series often up to 46 µM), inactives show top-dose activity change, negative = cytotoxicity, usual class: inhibitors; 390,000 compounds, 0.16% hits; further: on the % scale 0 is the no-effect control and ±100 the full control effect
#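 A549 ARE_Fluc cells in 5% FBS OPTI-MEM were exposed to compounds in concentration-response for 18-24 h at 37 deg C. Viability was read by CellTiter-Fluor fluorescence (Ex 405/Em 525) after 30 min, before the luciferase read.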
# MCF10A rereplic – induces DNA re-replication in MCF 10a normal breast cells; MCF 10A DNA re-replication, Hoechst nuclear intensity, 48 h; Potency, µM (doses to about 46.1 µM), for the others: at the top dose activity, positive = re-replication, most hits filed as activators; 350,000 compounds, 2.9% hits; AID 624296; further: % of control where 0% means no effect; nearly all actives have a fitted effect of over 50% in size
# Numbers without * were called inactive; i = inactive; ? = inconclusive; nt = not tested or not shown; & = joins results of further samples; [ ] = dose if it differs, or a comment. The call rests on the fitted dose curve; in most records, active means well fitted curve in the direction sought with a large enough effect; inconclusive means small, poorly fitted or top-dose-only effect, or another doubt; inactive means no such curve, though single readings can be large; an effect the other way counts as inactive or inconclusive. Potency means the concentration at half of the fitted maximal effect.
SMILES,ATXN2 expr inh,Nrf2 activator,Nrf2 block,TGFb SMAD3 inh,EPAC2 antagonist,S2 tox,HepG2 tox,A549 viability,MCF10A rereplic
CCc1ccc(C2/C=C\CNC(c3ccccc3)C(=O)N2Cc2ccc(C)cc2)cc1 (configuration not stated),nt,nt,6%,?,nt,nt,-42%,1%,nt
CC(C)(Cc1ccc(O)cc1)NC(=O)CC(=O)N/N=C/c1ccc(Cl)cc1,-34%,-0.8%,-1%,-26%,4%,i,-13%,-11%,13µM*
CC(=O)c1cccc(NC(=O)COC(=O)COc2ccccc2C)c1,nt,0.1%,14%,-2%,-6%,i,0%,1%,-1%
Cc1cc(C(=O)CS(=O)(=O)c2ccccc2)cc(C)c1O,53%[activator],0.0%,-20%,0%,2%,i,-8%,1%,0%
COc1ccc(CCNC(=O)COc2ccc(S(=O)(=O)N3CCOCC3)cc2C)cc1,-15%,-0.9%,?,10%,-6%,i,17%,-7%,-10%
CCOC(=O)c1c(C)c(/C=N/Nc2ccccc2)n(C)c1C,28%,2.4%,17%,14%,3%,i,3%,-7%,12µM*
COC(=O)c1c(C)nn(-c2ccccc2)c1N,11%,-0.4%,-4%,2%,6%,i,1%,1%,1%
CC(=O)Nc1ccc(NC(=O)C(C)OC(=O)CSc2ccc(Br)cc2C)cc1 (configuration not stated),-11%,-0.5%,3%,-5%,-2%,i,-5%,7%,3%
Cc1ccccc1N1C(=O)c2cc(S(N)(=O)=O)c(Cl)cc2NC1C (configuration not stated),8%&-7%&-6%,0.2%,-2%,2%,11%,i,-1%,-6%,-16%
CSCCC(NS(=O)(=O)c1ccc2c(c1)oc(=O)n2C)C(=O)Nc1ccc(F)c(Cl)c1 (configuration not stated),4%,2.3%,nt,-19%,nt,i,-6%,10%,nt
CC(C)CC(NC(=O)c1cccs1)c1nnc(SCc2ccc(Cl)c(Cl)c2)n1C (configuration not stated),-22%,3.8%,?,5.6µM*,-8%,?,-22%,-12%,18µM*
O=C(O)C[C@H]1c2cc(F)ccc2S(=O)(=O)N1Cc1ccccc1,4%,-0.7%,-8%,-1%&13%,23%,i,-2%&5%,3%,6%
c1ccc(C2=NN(c3ccccc3)CC2)cc1,nt,16%,?,-21%,-5%,nt,-1%,8%,21µM*
COc1ccc(S(=O)(=O)N2CCN(C(=O)c3cc(C4CC4)nn3-c3ccccc3)CC2)cc1OC,-11%,-0.3%,0%,10%,-7%,i,5%,5%,9%
O=C(COc1ccc2ccccc2c1)NCCn1ccc2ccccc21,23%,-0.5%,8%,-22%,0%,i,-27%,-3%,20%
CC(=O)Nc1ccc(NC(=O)C(C)OC(=O)CN(C)S(=O)(=O)c2ccc(Cl)cc2)cc1 (configuration not stated),-3%,-0.3%,-7%,1%,-4%,i,-12%,-1%,-29%
Cn1nc(-c2ccccc2)cc1NC(=O)C1CCCCC1,nt,1.1%,2%,-5%,-15%,i,-1%,-12%,-4%
O=C(NNC(=S)NC(=O)c1ccccc1[N+](=O)[O-])c1ccccc1O,-10%,-0.3%,12%,5%,-5%,i,-4%,4%,-1%
CCCCCCCCn1c(=O)c(C(=O)OC)c(N)c2ccccc21,-33%,3.5%,?,16µM*,-26%,?,-66%,?,21µM*
O=C(c1cc2ncc(Br)cn2n1)N1CCN(C(=O)c2ccco2)CC1,-4%,0.5%,nt,16%,0%,i,20%,-7%,-2%
CC(Oc1ccc(Cl)cc1Cl)C(=O)N/N=C1\CCCc2ccccc21 (configuration not stated),-14%,0.2%,nt,?,13%,i,-3%,10%,-2%
CC1CCN(C(=S)SCc2nc(N)nc(Nc3ccccc3)n2)CC1,nt,7.7%,2%,-27%,-11%,i,-28%,15%,9%
Cc1cc(C)n2nc(CC(=O)NNC(=O)COc3cccc(C)c3C)nc2n1,nt,-0.7%,-6%,6%,2%,i,-12%,-2%,5%
COc1ccc(C2Nc3ccccc3C(=O)N2C2CCCCC2)cc1 (configuration not stated),nt,0.1%,2%,-5%,-29%,i,-2%,-10%,1%
O=C(c1ccco1)N1CCN(C(=O)c2cc(=O)[nH]c3ccccc23)CC1,nt,-0.3%,-3%,-9%,2%,i,-9%,-8%,2%

# Next section, overlapping the part above by 3 compounds.
SMILES,ATXN2 expr inh,Nrf2 activator,Nrf2 block,TGFb SMAD3 inh,EPAC2 antagonist,S2 tox,HepG2 tox,A549 viability,MCF10A rereplic
Cc1cc(C)n2nc(CC(=O)NNC(=O)COc3cccc(C)c3C)nc2n1,nt,-0.7%,-6%,6%,2%,i,-12%,-2%,5%
COc1ccc(C2Nc3ccccc3C(=O)N2C2CCCCC2)cc1 (configuration not stated),nt,0.1%,2%,-5%,-29%,i,-2%,-10%,1%
O=C(c1ccco1)N1CCN(C(=O)c2cc(=O)[nH]c3ccccc23)CC1,nt,-0.3%,-3%,-9%,2%,i,-9%,-8%,2%
CN(CCC1CCOCC1)C(=O)CC1C(=O)NCCN1CC1CCCCC1 (configuration not stated),nt,0.3%,-11%,20%,12%,i,4%,-6%,-7%
CCOP(=O)(OCC)C(Nc1ccc(C)cc1)c1ccco1 (configuration not stated),-9%,-0.1%,0%,2%,4%,i,-14%,0%,-19%
CCOC(=O)C1CN(S(=O)(=O)c2ccccc2)CCN1S(=O)(=O)c1ccccc1 (configuration not stated),31%,-0.6%,nt,?,1%,i,0%,-1%,-3%
O=C(CN1C(=O)COc2ccccc21)N1CCCc2ccccc21,8%,-0.2%,23µM*,-1%,-1%,i,0%,?,-4%
Cc1ccc2[nH]c(=O)c(CN(CC3COCCO3)C(=O)Nc3ccccc3F)cc2c1 (configuration not stated),-14%,-0.1%,?,-6%,-7%,i,-19%,?,1%
Cc1ccc(S(C)(=O)=O)cc1S(=O)(=O)Nc1cccc(Cl)c1,-4%,-0.7%,-16%,-18%,-5%,i,3%,2%,-4%
CCN(c1ccccc1)S(=O)(=O)c1ccc(OCC(F)(F)F)c(NC(=O)c2ccc(=O)[nH]c2)c1,4%,0.1%,15%,19%,-11%,i,5%,5%,-3%
CCOc1ccc(-c2cc(C(=O)Nc3ccc(NC(C)=O)cc3)no2)cc1,nt,3.1%,?,-29%,nt,nt,-12%,0%,nt
Cc1ccc(-c2nc3nc(C)cc(N4CCN(c5cccc(C)c5)C(C)C4)n3n2)cc1 (configuration not stated),5%,-0.3%,4%,-17%,nt,i,-36%,0%,nt
O=C(CN(c1cccc([N+](=O)[O-])c1)S(=O)(=O)c1ccccc1)N1CCCCC1,-2%,0.5%,5%,2%,-2%,i,8%,-5%,-1%
c1c(C2CCCCC2)n[nH]c1CN1CCCCC1,50%[activator],-0.2%,-27%,6%,5%,i,4%,-3%,8%
O=S(=O)(NCCc1ccccc1)c1ccccc1,5%,0.1%,8%,8%,-5%,i,-18%,-8%,?
O=C(Nc1c(F)cc(F)cc1Br)C1CCCO1 (configuration not stated),-7%,-0.2%,21%,-10%,0%,i,3%,-9%,-4%
COCCNC(=O)CCc1c(C)nc2nc(-c3cc(OC)cc(OC)c3)nn2c1C,6%,0.1%,5%,-7%,10%,i,-3%,8%,1%
CCC(=O)N1c2ccccc2NC2=C(C(=O)CCC2)C1c1cccnc1 (configuration not stated),-4%,0.1%,17%,13%,-4%,i,4%,0%,0%
COc1ccccc1NS(=O)(=O)c1ccc(Cl)c(NC(=S)NC(=O)C2CCCC2)c1,-15%,3.4%,?,?,-3%,i,-1%,-4%,?
COC(=O)C1=C(C)N=C2SC(C)C(=O)N2C1c1cccs1 (configuration not stated),-3%,0.4%,-1%,0%,-1%,i,6%,0%,-22%
Cc1ccc(CN2CCN(/N=C/c3ccco3)CC2)c(C)c1,0%,0.5%,-14%,-5%,-10%,i,-10%,9%,6%
COc1cc2sc(C)nc2c2ccccc12,-14%,2.4%,3%,-9%,?,i,1%,0%,25%
Fc1ccc(N2CCN(Cc3cccn3-c3nnc(N4CCN(C5CCCCC5)CC4)s3)CC2)cc1,5%,3.9%,-9%,18%,nt,i,-34%,?,nt
COC(=O)Nc1sc2nc(C)cc(C)c2c1-n1cccc1,-10%,6.7%,0%,-1%,5%,i,-28%,nt,4%
O=C(NCCc1c[nH]c2ccccc12)c1ccc(-n2cnnn2)cc1,1%,2.7%,nt,12%,-5%,i,2%,7%,1%
Cc1c(Br)c([N+](=O)[O-])nn1CCCC(=O)Nc1sc2c(c1C#N)CCC2,-19%,2.6%,5%,27%,-14%,i,32%,1%,?
OCCC1CN(Cc2ccccc2-c2ccco2)CCN1Cc1ccsc1 (configuration not stated),nt,-0.5%,2%,14%,1%,i,-1%,12%,11%
C/C(=N/NC(=O)CNC(=O)C1COc2ccccc2O1)c1cccc(O)c1 (configuration not stated),nt,2.0%,?,16%,12%,i,-1%,0%,1%
Cc1ccc(NS(=O)(=O)c2ccc3c4c(cccc24)C(=O)N3)c(C)c1,-20%,6.0%,?,-21%,nt,?,-26%,14%,nt
Cc1cc(SCC(=O)c2cc(C)n(C)c2C)nc2ccccc12,5%,0.1%,1%,?,11%,i,3%,0%,0%
Cc1cccc(CCNS(=O)(=O)c2cc3c(cc2C)NC(=O)CO3)c1,-10%,-1.0%,-10%,6%,8%,i,7%,2%,16%
COc1cccc(OC)c1OCc1cc(C2C3CCCC=C3C(C#N)=C(N)C2(C#N)C#N)c(C)cc1C (configuration not stated),-10%,?,-26%,?,-12%,i,-15%,-18%,13µM*
O=c1[nH]c2cc(Br)ccc2n2cccc12,-9%,8.8%,-16%,4%,nt,i,0%,-1%,nt

# Structures listed so far with a nitro group on carbon:
SMILES,ATXN2 expr inh,Nrf2 activator,Nrf2 block,TGFb SMAD3 inh,EPAC2 antagonist,S2 tox,HepG2 tox,A549 viability,MCF10A rereplic
O=C(NNC(=S)NC(=O)c1ccccc1[N+](=O)[O-])c1ccccc1O,-10%,-0.3%,12%,5%,-5%,i,-4%,4%,-1%
O=C(CN(c1cccc([N+](=O)[O-])c1)S(=O)(=O)c1ccccc1)N1CCCCC1,-2%,0.5%,5%,2%,-2%,i,8%,-5%,-1%
Cc1c(Br)c([N+](=O)[O-])nn1CCCC(=O)Nc1sc2c(c1C#N)CCC2,-19%,2.6%,5%,27%,-14%,i,32%,1%,?

# This is a subset; count on the stated rates, not on these rows.
